Screens: PubChem BioAssay, National Center for Advancing Translational Sciences (NCATS)
aSyn yeast inh: qHTS of alpha-syn Inhibitors | Yeast expressing alpha-synuclein, growth rescue, BacTiter-Glo, 24 h | Potency, µM (titrated, usually from 46.1 µM), inactives show at the top dose growth rescue (activation), hits mostly activators | actives 0.14% (n = 370,000) | AID 652106, 2013; also: % of control where 0% means no effect; nearly all actives have a fitted effect of over 65% in size
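Galactose-induced alpha-syn yeast (OD600=0.02, raffinose-pregrown) + pinned cpd, 24 hr, 30 deg C; growth by BacTiter-Glo luminescence. Growth restoration scores as activation.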
EPAC1 agonist: qHTS for Agonist of cAMP-regulated guanine nucleotide exchange factor 3 (EPAC1): primary screen; Rap guanine nucleotide exchange factor 3 (Homo sapiens), O95398; EPAC1 agonist qHTS, biochemical assay; response scale: 100% = response to 6.5 mM cAMP; Potency, µM (series often up to 154 µM), for the others: top-dose activation, usual class: activators; actives 0.073% (n = 360,000); AID 720707, 2013; also: nearly all actives have a fitted effect of over 60% in size
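EPAC1 100 nM, Rap1B–BODIPY-GDP 250 nM, unlabeled GDP 50 uM; compound titration; 5 min RT; kinetic read ex480/em540 at 5-min intervals ×30 min; data normalized to 6.5 mM cAMP agonist control.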
PTHR1 ag: qHTS for PTHR1 Agonists: Primary Screen | HEK293 GP2 PTHR1 cells, GloSensor cAMP luminescence, 1 h | Potency, µM (titrated, usually from 115 µM), for inactives: at the highest dose activation, usual class: activators | actives 0.075% (n = 410,000); also: nearly all actives have a fitted effect of over 55% in size; some results filed as inactive show a strong effect at the top dose; inactives centre near -15; many of its hits are not listed in these tables
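HEK-293-derived GP2 cells expressing PTHR1 and a GloSensor cAMP reporter, 3,000/well, plated overnight, given luciferin plus IBMX (each 0.5 mM as added) for 1 h at 37 °C, then compound for 1 h at 37 °C. Luminescence was read after 15 min at room temperature.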
EPAC2 antagonist: qHTS for Antagonist of cAMP-regulated guanine nucleotide exchange factor 2 (EPAC2): primary screen | actives 0.18% (n = 360,000) | AID 720708, 2013 | EPAC2 GEF exchange of Rap1B-BODIPY-GDP, fluorescence | Potency, µM (series often up to 114 µM), for the others: at the top dose activity, negative = inhibition, hits mostly inhibitors; also: % is scaled to controls: 0 for no effect and ±100 for the full control effect; nearly all actives have a fitted effect of over 45% in size; many of its hits are not listed in these tables
Target sequence (Q8WZA2 whole entry, looked up): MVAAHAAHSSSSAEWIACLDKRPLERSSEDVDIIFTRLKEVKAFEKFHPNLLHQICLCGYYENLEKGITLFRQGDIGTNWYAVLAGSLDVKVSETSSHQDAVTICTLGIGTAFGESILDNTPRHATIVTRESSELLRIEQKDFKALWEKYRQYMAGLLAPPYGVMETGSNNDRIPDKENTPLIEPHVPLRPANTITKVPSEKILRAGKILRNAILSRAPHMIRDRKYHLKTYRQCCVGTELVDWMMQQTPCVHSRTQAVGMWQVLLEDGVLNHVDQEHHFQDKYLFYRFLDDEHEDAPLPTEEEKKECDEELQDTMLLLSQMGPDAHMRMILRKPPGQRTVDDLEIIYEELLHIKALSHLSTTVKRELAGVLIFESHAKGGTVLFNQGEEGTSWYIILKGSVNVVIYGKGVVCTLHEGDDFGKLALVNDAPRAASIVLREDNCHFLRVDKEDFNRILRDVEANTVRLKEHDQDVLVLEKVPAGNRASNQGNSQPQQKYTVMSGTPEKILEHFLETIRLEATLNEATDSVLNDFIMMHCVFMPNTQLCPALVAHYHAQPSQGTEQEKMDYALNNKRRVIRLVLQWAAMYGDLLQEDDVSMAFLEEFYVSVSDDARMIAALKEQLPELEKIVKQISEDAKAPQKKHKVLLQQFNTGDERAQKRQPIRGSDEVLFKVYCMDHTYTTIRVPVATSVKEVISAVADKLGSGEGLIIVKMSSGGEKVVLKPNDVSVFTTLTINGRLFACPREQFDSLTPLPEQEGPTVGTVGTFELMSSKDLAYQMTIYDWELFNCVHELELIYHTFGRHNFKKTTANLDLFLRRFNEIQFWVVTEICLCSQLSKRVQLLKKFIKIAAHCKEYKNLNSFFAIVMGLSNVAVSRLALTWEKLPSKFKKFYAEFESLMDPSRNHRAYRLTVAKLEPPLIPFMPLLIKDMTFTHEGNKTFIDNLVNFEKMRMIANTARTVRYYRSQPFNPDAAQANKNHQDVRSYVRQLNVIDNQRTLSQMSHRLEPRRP
EPAC1 antagonist: qHTS for Antagonist of cAMP-regulated guanine nucleotide exchange factor 3 (EPAC1): primary screen; EPAC1 GEF assay, Rap1b-BODIPY-GDP exchange fluorescence; Potency, µM (highest dose often 115 µM), inactives show at the highest dose activity change, negative = inhibition, actives largely listed as inhibitors; Rap guanine nucleotide exchange factor 3 (Homo sapiens), O95398; actives 0.14% (n = 360,000);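 also: plate controls were vehicle for no effect and positive control for full effect; nearly all actives have a fitted effect of over 50% in size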
EPAC2 ag: qHTS for Agonist of cAMP-regulated guanine nucleotide exchange factor 4 (EPAC2): primary screen. Rap guanine nucleotide exchange factor 4 (Homo sapiens), Q8WZA2. EPAC2 activation, biochemical qHTS; response scale: 100% = 6.5 mM cAMP response. Potency, µM (doses to about 154 µM), inactives show at the top dose activation, actives largely listed as activators. actives 0.079% (n = 360,000). AID 720711, 2013; also: nearly all actives have a fitted effect of over 50% in size
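Nucleotide exchange monitored as fluorescence drop when BODIPY-GDP leaves Rap1B. Reaction: 100 nM EPAC2, 250 nM RAP1B-BODIPY-GDP, 50 uM GDP, room temperature, kinetic read over 30 min. Activity expressed relative to 6.5 mM cAMP.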
TDP-43 yeast inh: qHTS of TDP-43 Inhibitors; Potency, µM (highest dose often 46.1 µM), for the others: top-dose growth rescue (activation), usual class: activators; AID 652104, 2013; actives 1.8% (n = 410,000); TDP-43 expressing yeast growth rescue, BacTiter-Glo, 24 h; also: % of control where 0% means no effect; nearly all actives have a fitted effect of over 50% in size
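Growth rescue of TDP-43-toxic yeast measured as ATP luminescence (BacTiter-Glo). Cells grown to mid-log in raffinose, induced in galactose at OD600=0.02, exposed to compound 24 hr at 30 deg C.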
FUS yeast rescue: qHTS for Suppressors of FUS Proteinopathy: Primary screen using FUS-linked yeast assay. S. cerevisiae FUS-expressing, growth rescue, OD600, 24 h. Potency, µM (highest dose often 76.6 µM), for inactives: top-dose growth rescue (activation), actives largely listed as activators. actives 0.24% (n = 390,000). AID 1347120, 2019;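 also: plate controls were DMSO vehicle for no effect and reference control for full effect; nearly all actives have a fitted effect of over 55% in size; some results filed as inactive show a strong effect at the top dose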
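Restored growth of FUS-toxic S. cerevisiae, read as 600 nm absorbance after 24 h at 30C in galactose medium (starting OD 0.005). Controls CP55940 and DMSO.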
* = called active by the depositor; i = inactive; ? = inconclusive; . = no result given; [ ] = another dose, or the depositor's remark. Calls follow the shape of the dose curve; as a rule, active = well fitted curve in the direction sought with a large enough effect; inconclusive = small, poorly fitted or top-dose-only effect, or another doubt; inactive = no such curve, though single readings can be large; an effect the other way counts as inactive or inconclusive. Potency is read from the fitted curve at half-maximal effect. Not all compounds are listed; count on the stated rates, not on these rows.

SMILES,FUS yeast rescue,PTHR1 ag,TDP-43 yeast inh,EPAC2 antagonist,EPAC2 ag,EPAC1 agonist,aSyn yeast inh,EPAC1 antagonist
COc1ccc(/C=C2\SC(=O)N(CCNC(=O)C3=COCCO3)C2=O)cc1,-4%,-2%,-13%,20%,15%,2%,3%,9%
CCc1csc(CCNC(=O)C2CCC(=O)N(Cc3cccc(C(F)(F)F)c3)C2)n1 (stereo not drawn),.,i,-10%,16%,2%,-2%,10%,3%
O=C(/C=C/c1cn(-c2ccccc2)nc1-c1cccnc1)N1CCCC1,5%,-25%,20%,7%,-2%,-4%,7%,2%
CC(C)c1nnc(SCC(=O)NCc2ccco2)n1C,?,25%[57.5 µM],-9%,-8%,6%,7%,1%,-3%
COc1ccc(N2CCN(C(=O)CCS(=O)(=O)c3ccc4c(c3)NC(=O)C(C)S4)CC2)cc1 (stereo not drawn),13%,-90%[inhibitor],-15%,0%,5%,3%,-1%,-20%
CC(C)(C)NC(=O)COC(=O)c1cc(Cl)ccc1[N+](=O)[O-],-9%,i,-4%[0.397 µM],2%,-2%,-4%,7%,-13%
Cc1cc2nc(-c3cccc(NC(=O)c4ccc(Br)o4)c3)oc2cc1C,-4%,i,-8%,1%,-83%[inhibitor][15.6 µM],0%,-23%,0%
Cc1ccc(S(=O)(=O)N2C[C@H]3C(=O)C[C@@H](c4ccccc4)N(S(=O)(=O)c4ccccc4C)[C@H]3C[C@H]2c2ccccc2)cc1,51%,11%,13%,2%,1%,-11%,4%,-5%
Cc1nc2sccn2c(=O)c1S(=O)(=O)N1CCN(c2cccc(C(F)(F)F)c2)CC1,?,-36%[inhibitor],?,-22%,17%,-5%,-58%[inhibitor],?
Cc1cccc([C@H](NC(=O)OC(C)(C)C)C(=O)OC(C)(C)C)c1,-6%,-13%,6%,8%,0%,-24%,4%,-4%
C/C(=N\Nc1nc(C)cc(=O)[nH]1)C1CC1,3%,i,16%,-6%,1%,-1%,22%,-17%
Cc1cccc(N(C(=O)Cn2nnc(-c3ccc(C)o3)n2)C(C(=O)NC2CCCC2)c2ccncc2)c1 (stereo not drawn),9%,i,-18%,1%,3%,9%,-7%,8%
Cc1ccc(OCCC(=O)OCC(=O)NNC(=O)c2ccccc2)cc1,3%,i,21%,9%,6%,?,6%,-1%
O=c1oc(Nc2ccccc2F)nc2ccccc12,22%,-72%[inhibitor][57.5 µM],-9%,11%,7%,-7%,-8%,14%
CCOC(=O)c1ccccc1NC(=O)Cn1cnc2c(cnn2C(C)(C)C)c1=O,5%,-11%[57.5 µM],-17%,34%[activator][57.1 µM],-20%,9%,0%,-1%

A second format for two compounds above:
CC(C)c1nnc(SCC(=O)NCc2ccco2)n1C
  FUS yeast rescue: ? | PTHR1 ag: 25%[57.5 µM] | TDP-43 yeast inh: -9% | EPAC2 antagonist: -8% | EPAC2 ag: 6% | EPAC1 agonist: 7% | aSyn yeast inh: 1% | EPAC1 antagonist: -3%
COc1ccc(N2CCN(C(=O)CCS(=O)(=O)c3ccc4c(c3)NC(=O)C(C)S4)CC2)cc1 (stereo not drawn)
  FUS yeast rescue: 13% | PTHR1 ag: -90%[inhibitor] | TDP-43 yeast inh: -15% | EPAC2 antagonist: 0% | EPAC2 ag: 5% | EPAC1 agonist: 3% | aSyn yeast inh: -1% | EPAC1 antagonist: -20%

Next section:
SMILES,FUS yeast rescue,PTHR1 ag,TDP-43 yeast inh,EPAC2 antagonist,EPAC2 ag,EPAC1 agonist,aSyn yeast inh,EPAC1 antagonist
O=C(NN=C1CCN(Cc2ccccc2)CC1)c1cc(Br)ccc1O,-17%,-24%,6%,18%,7%,5%,-15%,3%
COC(=O)c1sc(S(=O)(=O)NCc2ccccc2)c(C(=O)OC)c1C,29%,i,-4%,-11%,9%,13%,8%,-2%
CCN1CCc2c(sc(NC(=O)c3ccc(S(=O)(=O)N(CCOC)CCOC)cc3)c2C(N)=O)C1,-10%,i,9%,.,.,.,4%,.
COc1ccc(-c2coc3c(C(=O)NCc4ccco4)cccc23)c(C)c1,32%,-44%[inhibitor],22%,-2%,10%,14%,-28%,-3%
Cc1nnsc1C(=O)NNc1c(Cl)cccc1Cl,20%,-2%,-8%[1.82 µM],-11%,3%,-7%,14%,0%
CSc1nc(N)nc(SCCS(=O)(=O)c2ccc(Cl)cc2)c1C#N,17%,-2%[57.5 µM],-14%,-8%,8%,20%,?,-4%
O=C(NCCc1ccccn1)C1CCCN1S(=O)(=O)c1ccc(Cl)cc1 (stereo not drawn),14%,i,-6%,1%,4%,2%,?,0%
O=C(N/N=C/c1ccc2c(c1)OCO2)c1ccc(COCC(F)(F)C(F)F)cc1,11%,-5%,0%,1%,-6%,-13%,-2%,-12%
Cc1cc(Br)ccc1NC(=O)C1CCN(C(=O)c2ccco2)CC1,-11%,i,-4%,-19%,8%,4%,-1%,-3%
CCc1cc(=O)[nH]c(SCCC(F)=C(F)F)n1,19%,i,-12%[9.22 µM],2%,-3%,12%,1%,-22%
c1ccc(CCSc2nccn2-c2ccccc2)cc1,-5%,-58%[inhibitor][57.5 µM],25%,-26%,14%,20%,0%,0%
COc1ccc(Cl)cc1S(=O)(=O)N1CCCc2ccccc21,18%,0%,20%,-16%,12%,10%,12%,-6%
CCOc1cc(/C=C2\NC(=S)N(c3c(C)n(C)n(-c4ccccc4)c3=O)C2=O)ccc1O,.,i,-11%,0%,6%,14%,2%,-20%
O=C(NCc1ccncc1)[C@@H]1CCCN1C(=O)[C@H]1CCCN1C(=O)c1ccccc1,-19%,-24%,0%,0%,2%,-14%,-7%,-2%
CNS(=O)(=O)c1cc(-c2nnc(Nc3ccc(CC(N)=O)cc3)c3ccccc23)ccc1C,-2%,-24%,9%,0%,5%,12%,-1%,12%

Later entries.
SMILES,FUS yeast rescue,PTHR1 ag,TDP-43 yeast inh,EPAC2 antagonist,EPAC2 ag,EPAC1 agonist,aSyn yeast inh,EPAC1 antagonist
CCC(C(=O)NC1CC(C)(C)NC(C)(C)C1)c1ccccc1 (stereo not drawn),-15%,-9%,8%,4%,10%,-3%,-6%,-32%
COc1cc(NC(=O)c2cccc3c(-c4cnn(C)c4)coc23)cc(OC)c1OC,14%,-9%,11%,-14%,-5%,2%,4%,-31%
Cc1sc2c(c1C)C(=O)NC(c1ccccc1F)N2 (stereo not drawn),40%,-2%,-62%[inhibitor],5%,3%,6%,13%,13%
O=C(OCC(=O)N1CCN(Cc2ccccc2)CC1)c1ccc(Cl)cc1,-22%,-23%,1%,-8%,8%,3%,12%,2%
S=C(NCc1cccnc1)Nc1ccc(Oc2ccccc2)cc1,-6%,-22%,13%,-20%,8%,8%,2%,9%
O=C(NC1CC1)c1cccc(Nc2ccc(-c3ccc4c(c3)OCCO4)nn2)c1,45%,i,0%,0%,6%,14%,-2%,-16%
CC(CN1CCNCC1)(NS(=O)(=O)c1ccccc1)c1ccccc1 (stereo not drawn),34%,9%[57.5 µM],7%,-1%,9%,5%,5%,4%
O=C(COc1ccccc1)N/N=C/c1sc(=O)n(Cc2cccc(C(=O)O)c2)c1Cl,31%,-6%,-20%,-15%,-4%,5%,1%,?
Nc1[nH]ncc1C(=O)Nc1cccc(C(F)(F)F)c1,16%,-28%,6%,-6%,0%,1%,-2%,-11%
O=C(NCc1nnc(SCC(=O)N2CCCC2)o1)c1ccco1,10%,i,24%,-2%,5%,10%,-1%,10%
Cc1ccc(C)c(NC(=O)CN(C)C(=O)Cn2c(=O)oc3ccccc32)c1,22%,i,-20%,6%,7%,5%,-1%,10%
N#CCSc1nc2ccccc2c(=O)n1CCC(=O)NC1CCCCC1,14%,-6%[57.5 µM],?,12%,0%,1%,2%,4%
Cc1ccc(NC(=S)N=Nc2c(O)n(C)c3ccc(S(=O)(=O)N4CCOCC4)cc23)cc1,.,-12%,-18%,11%,-7%,4%,-3%,9%
COc1cccc2c(=O)n(CC(=O)N3CCCCC3)ccc12,-21%,i,20%,0%,17%,-5%,-4%,14%
COc1ccc(CC(=O)NC2CCN(CC(=O)N3CCCc4ccccc43)CC2)cc1OC,17%,-1%[57.5 µM],-19%,0%,3%,9%,3%,-4%

Other structures:
SMILES,FUS yeast rescue,PTHR1 ag,TDP-43 yeast inh,EPAC2 antagonist,EPAC2 ag,EPAC1 agonist,aSyn yeast inh,EPAC1 antagonist
CCc1cccc(NC(=O)c2ccc(CNc3c(N4CCCC4)c(=O)c3=O)cc2)c1,27%,-8%,-2%,4%,2%,16%,-5%,10%
O=C(NCCCN1CCCC1=O)Nc1ccccc1F,-18%,i,20%,6%,3%,-4%,0%,-5%
Cc1cc(C)nc(Nc2n[nH]c(COc3ccc(Cl)cc3)n2)n1,-10%,i,29%,4%,-5%,0%,?,0%
Cc1ccc(CC(=O)OC(C)C(=O)NC2CCCCC2C)cc1C (stereo not drawn),3%,i,12%,-6%,1%,5%,-1%,-17%
CCc1nnc(NC(=O)CN2CCN(Cc3ccccc3Cl)CC2)s1,-16%,i,11%,0%,2%,2%,5%,5%
C1=C(CCNCC2CCCCC2)CCCC1,.,i,7%,7%,6%,-1%,-4%,1%
CN(C)c1ccc(C=C2SC(=S)NC2=O)cc1,25%,-13%,-1%,-4%,7%,3%,2%,-6%
COc1ccc2c(CC(=O)OCC(=O)Nc3sc4c(c3C#N)CCC(C)C4)coc2c1 (stereo not drawn),.,i,-5%,0%,7%,4%,17%,-2%
O=C(Cc1ccccc1F)NC1CCSc2ccccc21 (stereo not drawn),11%,-6%,5%,-4%,10%,-10%,-2%,-20%
OC(COc1ccc(OCC(O)CN2CCCCC2)cc1)CN1CCCCC1 (stereo not drawn),-5%,-22%,9%,2%,10%,4%,-5%,-20%
O=C(NN1C(=O)C2C3C=CC(C4CC34)C2C1=O)c1ccc(Cl)cc1Cl (stereo not drawn),21%,-13%,12%,0%,7%,-3%,3%,0%
NC(=O)CCn1cnc2ccccc21,-16%,i,-15%,5%,0%,1%,-1%,2%
C=CCOc1ccc2c(CC)cc(=O)oc2c1C,.,-21%,?,5%,5%,4%,0%,-19%
